Screens (PubChem BioAssay)
CHO-K1 Ca PAM: counter-screen for M1 PAMs: effect in parental CHO-K1 cells | ATP EC20, Fluo-8 calcium fluorescence; 0% at ATP EC20, 100% at ATP max | activation, % at 3 µM | 360,000 compounds, 0.02% hits;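 active = activation above the run cutoff, the mean activation of all test compounds plus 3 SD, cut at about 40% in these data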;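 note: peak over basal fluorescence ratio in a 140 s read after ATP addition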
M5 ag: agonists of human muscarinic M5 receptor (CHRM5). P08912. CHO-K1 hM5 cells, Fluo-8 calcium fluorescence; 0% DMSO wells, 100% maximal acetylcholine response. activation, % at 3 µM. 360,000 compounds, 0.19% hits;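 active = activation above the run's mean over test compounds plus 3 SD, cut at about 23% in these data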;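 note: signal is peak over basal fluorescence ratio across the kinetic read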
Target sequence (P08912 whole entry, looked up): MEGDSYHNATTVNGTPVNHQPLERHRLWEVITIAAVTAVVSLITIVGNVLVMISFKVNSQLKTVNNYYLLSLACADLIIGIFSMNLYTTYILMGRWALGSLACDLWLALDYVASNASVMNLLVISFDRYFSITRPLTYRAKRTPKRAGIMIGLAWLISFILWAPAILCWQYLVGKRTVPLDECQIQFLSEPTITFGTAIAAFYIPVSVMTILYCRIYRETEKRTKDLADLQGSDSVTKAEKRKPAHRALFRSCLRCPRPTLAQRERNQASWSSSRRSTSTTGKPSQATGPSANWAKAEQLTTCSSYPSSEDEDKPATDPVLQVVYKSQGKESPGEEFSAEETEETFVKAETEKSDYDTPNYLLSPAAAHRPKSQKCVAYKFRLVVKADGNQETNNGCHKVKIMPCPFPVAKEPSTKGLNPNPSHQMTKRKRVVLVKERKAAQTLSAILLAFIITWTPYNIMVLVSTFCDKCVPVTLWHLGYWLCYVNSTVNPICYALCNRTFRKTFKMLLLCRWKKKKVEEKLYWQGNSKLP
M4 PAM: positive allosteric modulators of human muscarinic M4 receptor; CHO-K1 hM4/Gqi5, Fluo-8 calcium fluorescence, ACh EC20; 0% = ACh EC20, 100% = maximal ACh; activation, % at 3 µM; 360,000 compounds, 0.4% hits;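 active = activation above its plate's cutoff, the mean activation of sample wells plus 3 SD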; note: some results filed as inactive read as strong as hits
Target sequence (P08173 whole entry, looked up): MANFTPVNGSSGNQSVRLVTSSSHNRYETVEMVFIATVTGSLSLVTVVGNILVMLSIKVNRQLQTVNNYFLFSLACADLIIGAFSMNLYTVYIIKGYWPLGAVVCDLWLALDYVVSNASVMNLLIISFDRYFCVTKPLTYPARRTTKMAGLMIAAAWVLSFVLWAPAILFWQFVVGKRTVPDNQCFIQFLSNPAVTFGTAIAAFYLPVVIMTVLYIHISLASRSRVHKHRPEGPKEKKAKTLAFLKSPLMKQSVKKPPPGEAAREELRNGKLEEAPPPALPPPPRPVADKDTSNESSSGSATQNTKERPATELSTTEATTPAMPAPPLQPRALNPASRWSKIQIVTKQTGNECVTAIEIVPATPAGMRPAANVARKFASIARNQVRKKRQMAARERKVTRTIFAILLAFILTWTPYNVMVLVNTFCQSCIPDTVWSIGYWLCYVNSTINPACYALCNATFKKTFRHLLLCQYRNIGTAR
CHRM4 antagonist: antagonists of human muscarinic M4 receptor (CHRM4); 360,000 compounds, 0.73% hits; AID 624125; CHO-hM4 cells, ACh EC80, Fluo-8 calcium fluorescence; inhibition, % at 3 µM;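 active = inhibition above its plate's cutoff, the mean inhibition of sample wells plus 3 SD, cut at about 27% in these data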;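 note: 0% = acetylcholine EC80 with DMSO and 100% = DMSO without agonist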
M5 antag: CHRM5 antagonism in calcium assay | 360,000 compounds, 0.59% hits | inhibition, % at 3 µM | AID 624040 | P08912 | CHO-hM5 cells, Fluo-8 calcium fluorescence, ACh EC80;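 active = inhibition above a per-plate cutoff, the mean of that plate's test compounds plus 3 SD, cut at about 27% in these data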;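 note: 0% = acetylcholine EC80 with DMSO and 100% = DMSO without agonist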
CHRM4 agonist: agonists of human muscarinic M4 receptor (CHRM4); AID 624127; activation, % at 3 µM; 360,000 compounds, 0.14% hits; CHO-K1 hM4/Gqi5, Fluo-8 calcium fluorescence; vehicle 0%, full acetylcholine response 100%;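 active = activation above the run mean over all test wells plus 3 SD, cut at about 32% in these data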;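 note: peak over basal fluorescence ratio per well then scaled between controls; 0% = DMSO wells and 100% = acetylcholine at EC100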
CHO-K1 Ca ag: counter-screen for M1 agonists: effect in parental CHO-K1 cells; activation, % at 3 µM; Fluo-8 calcium fluorescence; scaled to maximal ATP response, vehicle zero; 360,000 compounds, 0.48% hits; in the data active = activation above about 15%;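 note: untransfected CHO-K1 host cells lacking M1 receptor as counterscreen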
CHO-K1 Ca antag: M1 antagonist counterscreen hit in parental CHO-K1 cells | ATP-induced calcium, Fluo-8 fluorescence | inhibition, % at 3 µM | 360,000 compounds, 0.6% hits | AID 602250;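 active = inhibition above a per-plate cutoff, the plate's mean sample inhibition plus 3 SD, cut at about 24% in these data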;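 note: 0% = DMSO plus EC80 ATP and 100% = DMSO alone without ATP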
CHRM5 PAM: positive allosteric modulators of human muscarinic M5 receptor | P08912 | CHO-K1 hM5, Fluo-8 calcium, ACh EC20 PAM; 0% = ACh EC20, 100% = ACh EC100 | activation, % at 3 µM | 360,000 compounds, 0.3% hits | AID 624038;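 active = activation above the run cutoff, the mean activation of all test compounds plus 3 SD, cut at about 18% in these data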
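Measured by: Fluo-8 calcium fluorescence; material: human M5 receptor in CHO-K1 cells; schedule: Post-acetylcholine fluorescence recording 140 s; benchmarks: low control EC20 acetylcholine (0%), high control EC100 acetylcholine (100%); read-out: Max/basal fluorescence ratio as % of EC20–EC100 ACh window; compound: single dose, 3 µM nominal final test concentration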
The depositor's hits bear a star; . = not tested or not shown.

SMILES	CHO-K1 Ca PAM	M5 ag	M4 PAM	CHRM4 antagonist	M5 antag	CHRM4 agonist	CHO-K1 Ca ag	CHO-K1 Ca antag	CHRM5 PAM
CCOc1ccc(/C(O)=C2/C(=O)C(=O)N(CCCN3CCOCC3)C2c2ccc(C)cc2)cc1C (centres undefined)	21	5	-3	5	2	0	0.5	-12	11
O=CNCc1nc2ccccc2n1CCCc1ccccc1	8	3	-6	-2	4	3	1.8	2	8
COC(=O)CC(NC(=O)Nc1ccccc1F)c1ccc2c(c1)OCO2 (centres undefined)	-4	-4	-1	5	0	0	0.2	-5	-3
COc1cccc(C2=CC(c3cccc(OC)c3OC)n3nnnc3N2)c1 (centres undefined)	9	-5	2	0	0	1	0.6	-3	5
CC(=O)Nc1cccc(NC(=O)CN2c3cccc4cccc(c34)S2(=O)=O)c1	4	2	9	-4	9	7	2.3	-9	-18
NS(=O)(=O)c1cccc(NC(=O)CSc2n[nH]c(-c3cccs3)n2)c1	0	1	0	9	5	0	0.1	-9	-4
CC(C)C[C@@H]1COc2cc(N3CCC[C@H]3CO)ccc2S(=O)(=O)N1	2	4	4	0	-2	2	2.4	-5	0
COc1ccc(OC)c(NC(=O)C2C(C(=O)O)C3(Cl)C(Cl)=C(Cl)C2(Cl)C3(Cl)Cl)c1 (centres undefined)	11	-1	-4	2	0	1	-0.7	-1	-7
Cn1c(=O)c2c(nc(CN3CCN(C(=O)c4ccco4)CC3)n2CCc2ccccc2)n(C)c1=O	15	0	-5	1	-4	2	2.2	-2	1
CC(C)c1c(C(=O)N/N=C/c2ccc(OCc3ccc(F)cc3)cc2)nnn1-c1nonc1N	2	-1	2	2	-11	1	0.1	-21	5
COc1ccc(-c2cc(C(F)(F)F)n3nc(C(N)=O)cc3n2)cc1	13	1	-2	-4	2	1	-0.3	-2	1
N#CCO/N=C/C(=O)Nc1ccc(F)cc1F	11	-3	2	-2	6	1	7.6	1	0
CCOc1ccc(CCNC(=O)c2cc3c(s2)CS(=O)(=O)C3)cc1OCC	9	-2	3	4	-1	2	1.0	-12	2
O=C(Nc1ccc(C(=O)N2CCC(N3CCCC3)CC2)cc1)c1ccc(Br)o1	9	-1	2	1	-7	0	0.5	-10	9
COc1ccc2nc(/N=C/c3c(C)[nH]n(-c4ccc(C)cc4)c3=O)sc2c1	12	-1	2	8	-2	0	-0.3	2	-4
CC(OC(=O)c1ccc(Cl)c([N+](=O)[O-])c1)C(=O)N1CCN(Cc2ccccc2)CC1 (centres undefined)	-5	0	-1	3	-2	7	2.3	7	-3
CC(=O)c1ccc(NC(=O)CSc2ccc(-c3ccc(-n4cccn4)cc3)nn2)cc1	-11	4	-1	-9	-1	1	0.8	-4	3
C[C@@H]1CN([C@@H](C)CO)S(=O)(=O)c2ccc(Br)cc2O[C@H]1CN(C)C(=O)c1cccc(F)c1	-9	2	-1	5	4	13	4.1	5	-5
CCn1cnc2scc(-c3ccc(OC)cc3)c2c1=O	-19	1	2	1	3	0	0.1	9	4
CCOC(=O)C(=O)Nc1nnc(C2CCCCC2)s1	10	-1	-3	3	11	1	0.0	-9	-8
O=C(NCCC1CCCCN1S(=O)(=O)c1ccccc1)C(=O)NCc1cccnc1 (centres undefined)	4	0	9	-14	-3	-1	-0.6	1	3
CCn1c(SCC(=O)NCC(=O)Nc2ccc(F)cc2)nnc1-c1ccncc1	3	-6	3	2	-7	1	-0.2	-1	-11
COc1ccc(-n2c(=O)[nH]cc(C(=O)N3CCc4ccccc43)c2=O)cc1	17	2	13	-2	-5	1	0.1	-2	1
O=C(C(Cc1ccccc1)N1C(=O)C2C3C=CC(C3)C2C1=O)N1CCCCCC1 (centres undefined)	1	-8	-3	-2	-3	2	0.1	1	5
O=C(Cn1cc2c(n1)CCCCC2)Nc1c(F)c(F)cc(F)c1F	20	1	1	1	1	0	0.2	-5	-4
O=C(NCC(c1ccco1)N1CCOCC1)c1cccc([N+](=O)[O-])c1 (centres undefined)	-11	2	17	-1	3	1	0.5	3	6
Cc1ccc(S(=O)(=O)N2CCOCC2)cc1NC(=O)COC(=O)c1n[nH]c(=O)c2ccccc12	-9	0	-3	1	5	1	0.3	16	-1
Cc1ccc(-n2cccn2)c(CN2CCCC(C(=O)c3ccc4c(c3)OCO4)C2)c1 (centres undefined)	-2	-4	-7	-4	-11	4	2.4	0	-9
CNC(=O)C(=O)N/N=C/c1ccc(Br)cc1	-20	-3	-9	14	11	1	0.1	23	-6
Cc1cc(C)c(NC(=O)CS(=O)CC(=O)Nc2cccnc2)c(C)c1 (centres undefined)	19	0	-9	5	-2	0	0.4	-2	0
O=C(N1CCN(S(=O)(=O)c2ccc(Cl)cc2)CC1)n1ccnc1	-6	-1	-3	11	3	1	0.3	-12	-1
CC(C)OC(=O)/C(=C\c1cccnc1)NC(=O)c1ccccc1	6	-6	-2	1	24	3	0.7	-4	-17
Cc1cccc(C)c1NC(=O)N1CCN(C2CCCCC2)CC1	-2	-4	0	-6	-3	2	-0.1	-15	0
O=c1c2ccccc2oc2ccc(NCCCn3ccnc3)cc12	10	-2	-2	-2	6	3	1.1	-13	4
C=CCNC(=O)/C(C#N)=C/c1ccccc1Cl	-13	-3	5	5	9	1	-0.3	6	-6
O=C1CCC(=O)N1CCC(=O)N(C(=O)NC1CCCCC1)C1CCCCC1	-3	2	3	-8	16	0	0.0	6	-9
CC1(N2CCCCC2)C(=O)c2ccccc2C1=O	12	2	0	-3	-7	1	1.1	-10	2
CCc1nc2c(OCc3ccc(OC)cc3)cccn2c1N(C)C(=O)C(C)C	5	-2	3	-5	4	1	-0.3	6	3
CC(C)C(=NO)c1ccccc1	28	4	4	-2	-2	1	1.3	-20	4
CCNC(=O)C1(C)CCN(C(=O)c2ccc(OC)c(OC)c2)C1 (centres undefined)	19	0	5	-8	-2	0	0.1	-9	1
O=C(Nc1ccccc1-c1ccccc1)c1cccc([N+](=O)[O-])c1	12	-2	1	-9	1	9	1.7	1	-7
COc1ccc(OC)c2[nH]c(=O)c(CCNC(=O)C(=O)c3c[nH]c4ccccc34)cc12	9	3	0	-7	-2	.	3.1	-3	-9
CCOc1ccccc1-n1c(COc2ccc(C)cc2)nnc1SCC(N)=O	12	-2	1	6	-4	3	1.0	2	0
C/C(=N/NC(=O)c1nnn(-c2nonc2N)c1COc1ccccc1)c1ccccc1	-7	-3	-1	0	15	1	0.6	3	-4
O=C(c1ccc2nc(Cc3cccc(Cl)c3)oc2c1)N1CCC(O)CC1	-12	-1	-2	8	-9	2	0.7	12	3
CCCCOc1ccc(-c2nnc(-c3cc[n+](C)cc3)o2)cc1	23	-4	10	-7	2	1	0.5	-6	0
Cc1ccc(NC(=O)CNc2cccc(S(=O)(=O)N3CCOCC3)c2)cc1F	4	4	0	-7	6	11	5.7	-9	-8
Nc1c(Cl)cc(Cl)cc1C(=O)OCC(=O)NC1CC1	-3	-2	-3	-8	7	1	-0.4	11	-5

Three entries already listed, arranged by the value under CHRM5 PAM, descending.
mol,CHRM5 PAM
CC(C)C(=NO)c1ccccc1,4
CCNC(=O)C1(C)CCN(C(=O)c2ccc(OC)c(OC)c2)C1 (centres undefined),1
CCCCOc1ccc(-c2nnc(-c3cc[n+](C)cc3)o2)cc1,0

Later entries
SMILES	CHO-K1 Ca PAM	M5 ag	M4 PAM	CHRM4 antagonist	M5 antag	CHRM4 agonist	CHO-K1 Ca ag	CHO-K1 Ca antag	CHRM5 PAM
CC(C)CNC(=O)CC(=O)NN=C1CCCC1	-2	-1	-5	10	11	2	1.4	11	-6
O=C(Nc1ccccc1)c1cccc(N2C(=O)C3C4C=CC(C5CC45)C3C2=O)c1 (centres undefined)	-5	6	-5	4	9	16	9.4	0	-11
CN(C)CCCN(C(=O)c1ccc2c(c1)OCCO2)c1nc2cc3c(cc2s1)OCO3	13	-8	15	8	10	3	1.6	-11	-4
CC(Sc1n[nH]c(=O)[nH]c1=O)C(=O)OCc1ccccc1 (centres undefined)	23	-2	4	6	4	1	0.9	-6	-3
COCCN1CCC(CNCc2cn[nH]c2-c2ccc(C)c(C)c2)C1 (centres undefined)	10	-5	-6	-6	-1	1	0.0	-11	-4
CCc1ccc(S(=O)(=O)NCCc2csc(-c3ccccc3)n2)s1	2	1	-9	12	24	3	6.3	2	-12
COC(=O)C[C@H]1c2ccccc2S(=O)(=O)N1Cc1ccc(OC)cc1	11	3	13	-4	8	2	0.9	-13	-1
COc1ccc(NC(=O)C(CC(=O)O)Cc2ccc(Cl)cc2)cc1 (centres undefined)	0	4	8	-4	-7	1	0.3	-14	7
Fc1ccc2[nH]c3c(NCCN4CCOCC4)ncnc3c2c1	18	-5	2	2	9	3	1.4	-16	7
CCOC(=O)C1=C(CC)OC(N)=C(C#N)C1c1cc(OC)ccc1OC (centres undefined)	11	-2	0	0	4	0	-0.2	-3	1
Cc1ccc(S(=O)(=O)NC(=O)COc2ccc([N+](=O)[O-])cc2)cc1	6	-2	1	1	3	1	-0.4	-3	-6
CCC(C)(C)NC(=O)CN(C(=O)CNS(=O)(=O)c1ccc(C)cc1)c1ccc2c(c1)OCCO2	8	-2	1	7	2	0	0.4	-7	-4
O=C(C1CCCO1)N(c1ccc(F)cc1)C1C=CS(=O)(=O)C1 (centres undefined)	-6	-1	-9	-3	4	10	3.5	-8	-10
CSc1nnc(-c2ccccc2N=Cc2c(C)[nH]n(-c3ccccc3)c2=O)c(=O)[nH]1	22	0	-3	2	-1	0	0.0	-13	1
O=C(CN1CSCC1=O)N1CCN(S(=O)(=O)c2cccc(F)c2)CC1	6	3	1	5	12	0	0.6	-9	-9
COc1ccc(Cl)cc1C(=O)CSc1nnnn1C1CCCC1	19	-5	-2	7	12	-2	-0.6	-11	-9
CC(C(=O)O)N1C(=O)C2C3CC(C2C1=O)C1C(c2ccccc2)c2sc(=O)[nH]c2SC31 (centres undefined)	-10	5	19	0	-4	1	-0.5	7	6
O=C(O)c1cn(C2CC2)c2cc(N3CCN(S(=O)(=O)c4ccc5c(c4)OCCO5)CC3)c(F)cc2c1=O	4	1	2	-3	-5	1	0.2	-12	10
Cc1cc(C(C)(C)C)oc1C(=O)O	-11	-4	0	0	2	1	-0.1	1	7
Cc1cccc(C)c1OCC(O)CN1CCN(C(=O)c2ccccc2)CC1 (centres undefined)	-1	-1	1	-7	2	2	0.3	13	-2
Cn1nc(C(C)(C)C)c(NC(=O)c2cccs2)c1C(C)(C)C	-22	1	-7	-12	0	0	-0.1	19	-1
Clc1cccc(CN2C3=NCCCN3c3ccccc32)c1	13	-8	-4	2	7	2	1.6	-16	-4
CC(C)C[C@@H]1CN=C(N)N1C[C@@H]1CCCN1C[C@H](C)N1C[C@@H](Cc2ccccc2)N(CCCC2CCCC2)C1=N	-2	-12	-11	2	13	1	0.2	-9	-13
CC(C)=CCn1c2ccc(NC(=S)NC3CC3)cc2c(=O)n1C	25	-1	1	6	6	0	0.9	-13	2

No new results follow: 2 of the compounds above.
SMILES	CHO-K1 Ca PAM	M5 ag	M4 PAM	CHRM4 antagonist	M5 antag	CHRM4 agonist	CHO-K1 Ca ag	CHO-K1 Ca antag	CHRM5 PAM
CC(C)C[C@@H]1CN=C(N)N1C[C@@H]1CCCN1C[C@H](C)N1C[C@@H](Cc2ccccc2)N(CCCC2CCCC2)C1=N	-2	-12	-11	2	13	1	0.2	-9	-13
CC(C)=CCn1c2ccc(NC(=S)NC3CC3)cc2c(=O)n1C	25	-1	1	6	6	0	0.9	-13	2
